Source: PubChem
OXTR ag: human OXTR agonism; P30559; CHO-OTR cells, Fluo-8 calcium fluorescence; normalized: DMSO 0%, oxytocin 100%; activation, % at 3 µM; actives 0.32% (n = 320,000); AID 2435;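 active = activation above the mean of all tested compounds plus 3 SD, cutoff set per screening run, cut at about 20% in these data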;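 note: peak over basal fluorescence ratio from a 100 s FLIPR kinetic read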
Target sequence (P30559 whole entry, looked up): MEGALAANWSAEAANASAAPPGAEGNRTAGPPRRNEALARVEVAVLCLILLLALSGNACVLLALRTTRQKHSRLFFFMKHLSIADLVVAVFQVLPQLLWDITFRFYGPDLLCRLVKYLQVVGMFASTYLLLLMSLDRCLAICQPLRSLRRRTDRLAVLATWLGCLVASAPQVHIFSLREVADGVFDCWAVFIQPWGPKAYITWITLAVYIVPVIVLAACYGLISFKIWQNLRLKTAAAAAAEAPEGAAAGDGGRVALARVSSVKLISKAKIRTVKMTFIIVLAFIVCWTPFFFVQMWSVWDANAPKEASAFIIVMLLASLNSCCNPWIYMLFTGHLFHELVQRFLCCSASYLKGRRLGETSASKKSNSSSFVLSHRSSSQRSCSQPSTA
* marks the source's active call; other numbers are inactive results.

no. | Structure | OXTR ag
1 | COc1cc(OC)c(C(=O)NNC(=O)c2ccccc2-n2cccc2)cc1OC | 1.4
2 | CCOc1ccc(C(=O)CCC(=O)N(CC)CC(=O)NCc2cccs2)cc1 | -2.3
3 | CCN(C(=O)C1CC1)C1CCS(=O)(=O)C1 (stereo not given) | 0.0
4 | O=C(CCNC(=O)c1ccccc1Cl)NCC(c1ccco1)N1CCCC1 (stereo not given) | -0.3
5 | O=C(NCC1CCCO1)c1cccc(S(=O)(=O)N(Cc2ccccc2)c2ccccc2)c1 (stereo not given) | -1.7
6 | COc1ccc(C(CNC(=O)C2COc3ccccc3O2)N2CCCC2)cc1 (stereo not given) | -1.1
7 | C=CCN1C(=O)c2ccc(C(=O)N3CCN(S(=O)(=O)c4cccc(F)c4)CC3)cc2C1=O | -0.8
8 | CC(=O)Nc1ccc(NC(=O)CNC(=O)c2sc3ccccc3c2Cl)cc1 | 0.3
9 | O=C(Nc1cc(C(F)(F)F)ccc1-n1cncn1)C1CC1 | 0.5
10 | C[C@H](CO)N1C[C@H](C)[C@H](CN(C)S(=O)(=O)c2cn(C)cn2)Oc2ccc(NC(=O)Nc3ccc(C(F)(F)F)cc3)cc2CC1=O | 2.4
11 | COc1ccc(N(C)S(=O)(=O)c2cccc(C(=O)NC3CCCC(C)C3C)c2)cc1 (stereo not given) | -2.0
12 | CC[C@@H](C)[C@@H]1CN([C@@H](C)CN2CCC[C@H]2CN2C(N)=NC[C@H]2CC(C)C)C(=N)N1CCCC1CCCC1 | -0.1
13 | Cc1ccc(NC(=O)CNC(=O)c2cccs2)c(O)c1 | 1.4
14 | Cc1cccc(C(=O)OCC(=O)N2CC(C)CC(C)C2)c1C (stereo not given) | -1.6
15 | CCCn1c(N)c(N(CCOC)C(=O)C2CCCC2)c(=O)[nH]c1=O | 2.5
16 | CCCCCN(C(=O)CCC(=O)OC(C)C(=O)Nc1cccc(C#N)c1)c1c(N)n(CCCC)c(=O)[nH]c1=O (stereo not given) | -0.1
17 | O=C(c1ccccc1)c1c(-c2ccccc2)[nH]n(-c2ccccc2)c(=O)c1=O | -0.3
18 | CN1C(c2ccccc2)=NO[C@]1(C)c1ccccc1 | -2.4
19 | O=C(COC(=O)CNC(=O)c1ccccc1)NC(=O)NC1CCCCC1 | -0.5
20 | COc1ccc(NC(=O)c2cc(-c3ccccn3)nc3ccccc23)c(OC)c1 | 0.0
21 | C[C@H]1CN([C@@H](C)CO)C(=O)Cc2cc(NC(=O)CCC(F)(F)F)ccc2O[C@H]1CN(C)S(C)(=O)=O | 1.8
22 | O=C(COC(=O)c1ccc(Cl)nc1)Nc1cccc(S(=O)(=O)N2CCCCC2)c1 | 12.6
23 | NC(=O)C1CCN(C(=O)C2CC(=O)N(c3ccc4c(c3)OCCO4)C2)CC1 (stereo not given) | 0.4
24 | COc1cccc(CC(=O)OCC(=O)N(C)CC(=O)Nc2ccc(Cl)c(C(F)(F)F)c2)c1 | 8.3
25 | Cc1cc(C(=O)COC(=O)Cc2ccc(Br)cc2)c(C)n1C | -0.2
26 | COc1cc(OC)cc(-c2c(-c3cccs3)c3cc(-c4ccc(OC)c(OC)c4)ccc3n2C)c1 | 0.9
27 | COc1ccc(C(CNC(=O)C2CC(=O)N(Cc3ccccc3)C2)N2CCCC2)cc1 (stereo not given) | 0.1
28 | O=C(NNC(=O)c1cc(S(=O)(=O)N2CCOCC2)c(Cl)cc1Cl)c1ccccc1F | 1.2
29 | CC(C)CN(C(=O)CSc1ncnc2sccc12)C1CCS(=O)(=O)C1 (stereo not given) | 0.3
30 | Cc1ccc2nc(N3C(=O)C(O)=C(C(=O)c4ccc(C)o4)C3c3ccc(O)cc3)sc2c1 (stereo not given) | 1.5

Four of the compounds above, with each value named.
3) CCN(C(=O)C1CC1)C1CCS(=O)(=O)C1 (stereo not given)
  OXTR ag = 0.0

4) O=C(CCNC(=O)c1ccccc1Cl)NCC(c1ccco1)N1CCCC1 (stereo not given)
  OXTR ag = -0.3

5) O=C(NCC1CCCO1)c1cccc(S(=O)(=O)N(Cc2ccccc2)c2ccccc2)c1 (stereo not given)
  OXTR ag = -1.7

6) COc1ccc(C(CNC(=O)C2COc3ccccc3O2)N2CCCC2)cc1 (stereo not given)
  OXTR ag = -1.1

The listing picks up with the four entries that preceded the break.
no. | Structure | OXTR ag
27 | COc1ccc(C(CNC(=O)C2CC(=O)N(Cc3ccccc3)C2)N2CCCC2)cc1 (stereo not given) | 0.1
28 | O=C(NNC(=O)c1cc(S(=O)(=O)N2CCOCC2)c(Cl)cc1Cl)c1ccccc1F | 1.2
29 | CC(C)CN(C(=O)CSc1ncnc2sccc12)C1CCS(=O)(=O)C1 (stereo not given) | 0.3
30 | Cc1ccc2nc(N3C(=O)C(O)=C(C(=O)c4ccc(C)o4)C3c3ccc(O)cc3)sc2c1 (stereo not given) | 1.5
31 | NC(CCCCc1ccccc1)c1cccc2ccccc12 (stereo not given) | 21.1*
32 | CC(C(=O)Nc1ccc2c(c1)OCO2)N(C)CC(=O)Nc1ccccc1Cl (stereo not given) | -1.6
33 | CN(C)S(=O)(=O)c1ccc(NC(=O)CN2C(=O)NC(Cc3ccccc3)C2=O)cc1 (stereo not given) | 0.2
34 | O=S(=O)(/N=C(/Nc1nccs1)c1ccc(F)cc1)c1ccccc1 | 0.7
35 | CCn1c(SC(C)C(=O)NCC2CCCO2)nc2scc(-c3ccccc3)c2c1=O (stereo not given) | -1.3
36 | Cc1noc(C)c1NC(=O)N(C)C[C@H]1Oc2ccc(NC(=O)C3CC3)cc2C(=O)N([C@H](C)CO)C[C@@H]1C | 1.6
37 | Cc1cccnc1NC(=O)CNC(=O)C12CC3CC(CC(C3)C1)C2 | -0.2
38 | CCC[C@@H]1CCCC/C=C\CCCC(=O)OCCN1C(=O)OC(C)(C)C | -0.6
39 | O=C(CSc1nnc(Cc2ccccc2)o1)Nc1ccc(N2CCOCC2)cc1 | 3.2
40 | CCCn1c(N)c(N2CCCCC2)c(=O)n(CC(=O)Nc2ccc(C(C)=O)cc2)c1=O | -0.4
41 | CS(=O)(=O)c1ccc(N2CCN(S(=O)(=O)c3cccs3)CC2)c([N+](=O)[O-])c1 | 10.6
42 | COc1ccc(S(=O)(=O)N2CCN(Cc3cccc(F)c3)CC2)cc1 | -2.7
43 | COC(=O)C1=C(C)N(Cc2ccccc2)C(=NCc2cccc(Cl)c2)N[C@H]1c1ccccc1 | 18.3
44 | O=C(NC1CCN(Cc2ccccc2)CC1)c1cn(-c2ccccc2)nc1-c1cccnc1 | -0.7
45 | O=c1oc(CCCO)cc2ccc(C#Cc3cccnc3)cc12 | 2.5
46 | COc1ccc(CC(=O)NCc2ccc(F)cc2)cc1S(=O)(=O)N1CCOCC1 | 0.3
47 | CCCCn1c(N)c(N(CCC(C)C)C(=O)Cc2ccc(S(=O)(=O)N3CCOCC3)s2)c(=O)[nH]c1=O | 0.1
48 | Cc1ccc(S(=O)(=O)CCC(=O)OCC(=O)N(C)CC(=O)Nc2ccc(F)cc2)cc1 | -1.8
49 | CC(C)NC(=O)N(C)C[C@H]1Oc2ccc(NS(=O)(=O)c3ccccc3)cc2C(=O)N([C@H](C)CO)C[C@H]1C | 0.9
50 | O=C(COC(=O)c1ccc([N+](=O)[O-])o1)Nc1ccc2c(c1)OCO2 | 0.7
51 | Cc1ccc2c(c1)C1CN(C)CCC1N2S(=O)(=O)c1cccc(F)c1 (stereo not given) | 1.4
52 | C=CC(=O)N(CCC)C(c1ccccc1)c1ccccc1OC (stereo not given) | -2.6
53 | COc1ccc(-c2cc(=O)[nH]c3ccccc23)cc1 | -1.4
54 | NS(=O)(=O)c1ccc(CNC(=O)Cn2nc(C(F)F)cc2C(F)F)cc1 | 0.9
55 | CC(C)CN(C(=O)c1cc(=O)[nH]c2ccccc12)c1c(N)n(Cc2ccccc2)c(=O)[nH]c1=O | 0.0
56 | O=C(CCC(=O)c1cccs1)Nc1ncccc1O | -0.2
57 | Cc1c(NC(=O)C(C)OC(=O)CCc2c[nH]c3ccccc23)c(=O)n(-c2ccccc2)n1C (stereo not given) | -0.9
58 | O=C(CSC1=NS(=O)(=O)c2cc(Cl)ccc2N1)Nc1ccccc1F | 0.4
59 | C[C@@H]1CN([C@@H](C)CO)C(=O)c2cc(NC(=O)CCC(F)(F)F)ccc2O[C@H]1CN(C)S(=O)(=O)c1ccc(Cl)cc1 | 1.2
60 | CCN(CC)S(=O)(=O)c1ccc(C)c(NC(=O)CNc2cccc(S(=O)(=O)N3CCOCC3)c2)c1 | -0.9

The listing continues:
no. | Structure | OXTR ag
61 | COc1ccc(OC)c(S(=O)(=O)N2CCC3(CC2)OCCN3S(=O)(=O)c2ccccc2)c1 | 0.7
62 | Cc1ccc(S(=O)(=O)N2CCC(C(=O)OCC(=O)N(C)Cc3ccccc3)CC2)cc1C | 1.1
63 | COc1ccc(NS(=O)(=O)c2cc([N+](=O)[O-])ccc2NN=Cc2ccccc2OCC(=O)O)cc1 | 3.4
64 | CCOC(=O)[C@H]1[C@H]2COc3ccc(C)cc3[C@@H]2N2C(=O)c3ccccc3NC(=O)[C@@]12C | -1.3
65 | CCCNC(=O)COc1coc(CN2CCN(C(=O)c3ccco3)CC2)cc1=O | 1.0
66 | NC(=O)C1CCN(C(=O)c2ccc(F)c(S(=O)(=O)N3CCOCC3)c2)CC1 | 0.5
67 | CCCCCC(=O)Nc1ccc(S(=O)(=O)NC2=NCCCCC2)cc1 | -1.4
68 | COc1ccc(N2CC(NC(=O)N3CCN(C(=O)c4ccco4)CC3)CC2=O)cc1OC (stereo not given) | 0.1
69 | Cc1ccccc1Cn1cc(S(=O)(=O)c2ccc(C(C)C)cc2)c(=O)c2cc3c(cc21)OCO3 | 0.4
70 | COc1ccc(-c2cc(C(=O)OCC(=O)N3CCCCC3)c3ccccc3n2)cc1OC | -1.9
71 | COCCN(C(=O)C1CC(=O)N(Cc2ccccc2)C1)c1nc(-c2ccc([N+](=O)[O-])cc2)cs1 (stereo not given) | -0.7
72 | O=C(N=C1SC2CS(=O)(=O)CC2N1c1ccccc1)c1ccccc1 (stereo not given) | 4.6
73 | CC(C)Oc1ccc(S(=O)(=O)N2CCCCC2)cc1NC(=O)CN1CCCC1c1cccs1 (stereo not given) | -0.1
74 | CCOc1ccc(Oc2ccccc2NC(=O)CSCC(=O)Nc2cc(C)on2)cc1 | 4.6
75 | CCOc1cc(C=NNC(=O)c2cccc(S(=O)(=O)N3CCCC3)c2)ccc1O | 1.1
76 | COc1cc(C(O)C(=O)O)ccc1O (stereo not given) | 1.5
77 | COC(=O)c1ccc(CNC(=O)c2ccc(NS(=O)(=O)c3ccc4[nH]c(=O)[nH]c4c3)cc2)cc1 | 0.6
78 | COc1cccc(NC(=O)C(C)OC(=O)c2n[nH]c3ccccc23)c1 (stereo not given) | 3.1
79 | CC(=O)C12CC(C)=C(C)CC1CC1C3CCC4=CC(=O)CCC4(C)C3CCC12C (stereo not given) | -0.4
80 | Cc1cccc(N2CCN(C(=O)c3ccccc3SCC(=O)N3CCCC3)CC2)c1C | 6.8
81 | CCN1C(=O)[C@H]2[C@@H](c3ccc(C)cc3)N3C(=O)N(c4cccc(Br)c4)C(=O)[C@@]3(CC(C)C)[C@H]2C1=O | -2.2
82 | CN(CC(=O)Nc1ccccc1C(=O)NC1CC1)Cc1ccc(Cl)s1 | -2.2
83 | Cc1noc(C)c1NC(=O)N(C)C[C@H]1Oc2ccc(NC(=O)NC(C)C)cc2C(=O)N([C@H](C)CO)C[C@H]1C | 0.1
84 | O=C(OCC(=O)c1ccccc1)C1=NN(c2ccccc2)C(=O)CC1 | 1.1
85 | CCOc1ccc(OCCC(=O)OCC(=O)NC(C)c2ccccc2)cc1 (stereo not given) | -2.0
86 | N#C[C@@H]1N(Cc2ccccc2)C(=O)[C@H]2CC3C=CC21O3 (stereo not given in full) | -0.1
87 | Cc1ccc(C)c(OCCC(=O)OCC(=O)NNC(=O)c2ccccc2)c1 | 0.6
88 | CCCCCCCCCCCCCCCC(=O)OC/C=C(C)/C=C/C=C(C)/C=C/C1=C(C)CCCC1(C)C | 0.7
89 | COc1ccc(NC(=S)NC(=O)c2ccc3c(c2)OCCO3)cc1 | 4.3
90 | O=C(CSc1cc(Cl)ccc1Cl)NCCN1C(=O)CSC1=O | -0.6

Continued.
no. | Structure | OXTR ag
91 | CC(C)(C)OC(=O)NOCC(=O)N(CC(=O)c1ccccc1)Cc1ccccc1 | 10.2
92 | O=C(Nc1cccc(S(=O)(=O)N2CCCCCC2)c1)c1cncc(Br)c1 | 4.3
93 | O=C(CS(=O)(=O)c1ccccc1)Nc1nnc(-c2cccs2)o1 | 0.7
94 | Cc1ccc(-c2csc(NC(=O)C3=COCCO3)n2)cc1C | -1.3
95 | CC1CCCC(C)N1C(=O)COC(=O)c1cccc(S(=O)(=O)N(C)c2ccccc2)c1 (stereo not given) | 3.5
96 | COc1ccc(C(=O)OC(C)C(=O)NC2CCCCC2C)cc1S(=O)(=O)N1CCOCC1 (stereo not given) | 0.5
97 | CC1CCC(NC(=O)c2cc3c(s2)CCCC3)CC1 (stereo not given) | -2.3
98 | COc1cccc(NC(=O)c2cc(-c3ccco3)nc3ccccc23)c1 | -1.4
99 | COc1cc(OC)cc(C(=O)NC2CC3CCC(C2)N3C)c1 (stereo not given) | 1.2
100 | CCC(Oc1ccccc1)C(=O)Nc1cc(Cl)ccc1-n1cncn1 (stereo not given) | -1.9
101 | COc1ccccc1C(=O)COC(=O)c1nc(Cl)ccc1Cl | -1.4
102 | c1ccc2cc(CCO[C@H]3CCCCO3)ncc2c1 | -0.1
103 | COc1ccc(CN2C(=O)c3ccccc3C2=O)cc1C(=O)N(C)CC(=O)Nc1c(C)cccc1C | -1.4
104 | NC(=O)C1CCN(C(=O)c2ccc(Cl)c(S(=O)(=O)NCc3ccco3)c2)CC1 | -0.2
105 | COc1ccc2cc(Br)ccc2c1CC(=O)NCCCN1CCOCC1 | -0.8
106 | Cc1ccc(C(=O)OCC(=O)NC2CC2)s1 | 1.1
107 | COc1ccccc1C(=O)NC(=O)COC(=O)c1ccc(Cl)nc1 | 1.1
108 | CCN(CC)S(=O)(=O)c1ccc(N2CC(C(=O)N3Cc4ccccc4CC3C(N)=O)CC2=O)cc1 (stereo not given) | 1.5
109 | CN1CCN(C2Cc3cc(Cl)ccc3Sc3cc(F)ccc32)CC1 (stereo not given) | 7.6
110 | O=C(COC(=O)CCS(=O)(=O)c1ccccc1)Nc1ccc(N2CCCCC2)cc1 | 1.3

Some of the compounds tested; the hit share may differ from the screen's.
